Screening results deposited in PubChem by several laboratories.
UBC9 SUMO inh: inhibitors of human SUMOylation (UBC9). AID 2006. HTRF SUMOylation assay, SAE1/SAE2 + UBC9, in vitro. hit rate 0.36% among 290,000. inhibition, % at 35 µM; in the data active = inhibition above about 50%, passing the limit was not always enough; note: strong numbers were not always called active
Target sequence (P63279 whole entry, looked up): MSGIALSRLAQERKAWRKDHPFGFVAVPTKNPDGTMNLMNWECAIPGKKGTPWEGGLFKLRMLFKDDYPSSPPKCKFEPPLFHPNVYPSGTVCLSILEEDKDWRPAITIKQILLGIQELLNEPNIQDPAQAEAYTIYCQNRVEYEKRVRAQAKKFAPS
PHOSPHO1 block: inhibitors of human PHOSPHO1 phosphatase; Q8TCT1; recombinant PHOSPHO1, absorbance phosphatase assay; inhibition, % at 13.3 µM; hit rate 1.1% among 290,000; AID 1565; in the data active = inhibition above about 60%
Target sequence (Q8TCT1 whole entry, looked up): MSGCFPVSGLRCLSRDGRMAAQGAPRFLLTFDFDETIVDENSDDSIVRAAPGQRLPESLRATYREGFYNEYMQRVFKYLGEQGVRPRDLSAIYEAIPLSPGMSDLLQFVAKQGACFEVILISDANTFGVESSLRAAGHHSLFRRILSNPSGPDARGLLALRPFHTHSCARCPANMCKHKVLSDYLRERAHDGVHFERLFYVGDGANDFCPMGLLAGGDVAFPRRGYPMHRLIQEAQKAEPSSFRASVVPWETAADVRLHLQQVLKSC
IDE act: boosts human insulin-degrading enzyme activity in HEK cells. hit rate 0.073% among 340,000. activation, % at 5.96 µM. AID 493087. P14735. FAbeta-B cleavage, fluorescence polarization; 0% vehicle, 100% cell-free pure enzyme wells;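 active = activation above the mean of all tested compounds plus 3 SD, set per screening campaign, cut at about 17% in these data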
DNA FID counter: fluorescent intercalator displacement, NS3 helicase counter-screen; inhibition, % at 7.9 µM; DNA fluorescent intercalator displacement, fluorescence; hit rate 0.17% among 290,000; in the data active = inhibition above about 37%;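 note: 0% = vehicle and 100% = reference compound; higher means more ethidium bromide displaced from hairpin DNA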
IMP-1 inhibitor: blocks Pseudomonas aeruginosa IMP-1 metallo-beta-lactamase; purified IMP-1, nitrocefin hydrolysis, epi-absorbance fluorescence; inhibition, % at 5.6 µM; hit rate 0.45% among 290,000; AID 1556;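 active = inhibition above the mean plus 3 SD of all compounds in the same screening run, cut at about 4.5% in these data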;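 note: 0% = IMP-1 with DMSO and 100% = DMSO wells lacking enzyme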
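Assay system: purified recombinant IMP-1 beta-lactamase. Input: IMP-1 0.2 nM before substrate addition. Buffer or medium: Zinc- and detergent-supplemented HEPES buffer, pH 7.1. Schedule: 25 °C, 15 min preincubation, 25 min reaction. Signal: Epi-absorbance fluorescence, 480 nm excitation, 530 nm emission. Evaluation: percent inhibition from optical density relative to buffer-blank wells.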
MEKK3 PB1 HTS: MEKK3-MEK5 PB1 interaction, increase or decrease | bead-based flow cytometry, Alexa488-MEK5 binding to MEKK3; actives lie on both sides; 0 = blocked by unlabeled MEK5, 100 = vehicle | binding response (% of control), % at 10 µM | hit rate 1.4% among 290,000 | AID 1529;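 active = binding response more than 3 SD above or below the average of its plate-row segment, actives on both sides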;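 note: Alexa488 bead fluorescence after subtracting the streptavidin-only scavenger bead signal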
Target sequence (Q99759 whole entry, looked up): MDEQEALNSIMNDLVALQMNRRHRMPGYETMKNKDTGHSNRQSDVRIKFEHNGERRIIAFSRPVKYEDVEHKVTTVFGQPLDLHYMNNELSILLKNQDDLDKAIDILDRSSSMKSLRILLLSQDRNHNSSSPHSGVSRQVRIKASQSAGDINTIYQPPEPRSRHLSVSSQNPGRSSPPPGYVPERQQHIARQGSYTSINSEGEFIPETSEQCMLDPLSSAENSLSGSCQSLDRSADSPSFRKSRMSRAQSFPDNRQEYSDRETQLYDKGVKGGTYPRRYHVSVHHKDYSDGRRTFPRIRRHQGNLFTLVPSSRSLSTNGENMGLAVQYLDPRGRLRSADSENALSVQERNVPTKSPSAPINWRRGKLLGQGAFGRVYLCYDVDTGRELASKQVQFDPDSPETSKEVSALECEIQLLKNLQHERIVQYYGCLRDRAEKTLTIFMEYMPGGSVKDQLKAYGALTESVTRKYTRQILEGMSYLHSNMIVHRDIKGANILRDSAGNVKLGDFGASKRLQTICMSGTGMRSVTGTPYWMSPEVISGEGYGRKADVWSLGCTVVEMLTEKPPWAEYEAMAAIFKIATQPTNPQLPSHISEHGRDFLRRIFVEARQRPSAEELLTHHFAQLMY
p-CIP stab down: compounds decreasing mouse p/CIP protein stability; F442A p/CIP-EGFP cells, EGFP fluorescence, 16 h; Q05BA5; hit rate 0.01% among 290,000; AID 1984; decrease of EGFP signal, % at 10 µM;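 active = EGFP signal decrease of at least 30% at 10 µM or well 3 SD below plate mean, unless failing retest; inactive = the rest, including hits failing retest or dose response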; note: some compounds called inactive have numbers as strong as hits; many of its hits are not listed in these tables
VIM-2 inh: inhibitors of Pseudomonas aeruginosa VIM-2 metallo-beta-lactamase; purified VIM-2, nitrocefin hydrolysis, epi-absorbance fluorescence; inhibition, % at 5.6 µM; hit rate 0.89% among 290,000; AID 1527;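 active = inhibition above the mean of all tested compounds plus 3 SD, cutoff set per screening run, cut at about 7.5% in these data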;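 note: red hydrolysis product quenches plate fluorescence so inhibitors raise well fluorescence; 0% = enzyme with DMSO and 100% = DMSO without enzyme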
NS3 helicase inh: inhibitors of Hepatitis C virus NS3 helicase | NS3 helicase DNA unwinding, Cy5 molecular beacon fluorescence | inhibition, % at 10.9 µM | hit rate 0.56% among 290,000;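 active = inhibition above the mean of all tested compounds plus 3 SD, set per campaign, cut at about 35% in these data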;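 note: 0% = DMSO wells and 100% = thioflavine S control wells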
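Control set: DMSO versus 110 µM thioflavine S; Material: NS3 helicase fragment of HCV; Measured by: Cy5 fluorescence at 0 and 60 min, beacon hairpin quenching; Read-out basis: percent inhibition from t60/t0 fluorescence ratio; Times: reaction time 60 min, 25 °C; Repeats: single replicate; Compound dosing: single dose, 10.9 µM nominal final, DMSO 0.8% final.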
* marks the source's active call; other numbers are inactive results; . = no result given; [ ] = remark or other dose. The list is partial (hit frequency here may not be typical).

Below each SMILES – UBC9 SUMO inh	PHOSPHO1 block	IDE act	DNA FID counter	IMP-1 inhibitor	MEKK3 PB1 HTS	p-CIP stab down	VIM-2 inh	NS3 helicase inh
1	COc1ccc(C(OC(=O)c2ccco2)C(=O)NC2CCCC2)cc1 (stereo not given)
    18	18	3	-10	-2.4	101	-10	-1.7	1
2	COc1cc2nc(N3CCN(c4cc(C)ccc4C)CC3)nc(N)c2cc1OC
    -22	19	4	22	-0.6	106	-10	-1.9	-112
3	CCOc1ccccc1NS(=O)(=O)c1ccc2[nH]c(=O)ccc2c1
    -7	26	4	-7	-2.3	105	2	-0.9	-9
4	CC(C)CCNC(=O)CCCOc1cc(=O)n(C)c2ccccc12
    6	7	1	-27	3.9	.	-3	-1.1	0
5	Cn1cc(C(=O)N/N=C/c2ccc([N+](=O)[O-])cc2)c2ccccc21
    32	8	.	-2	-2.1	91	-8	-2.8	-3
6	CCCC(=O)OC/C(O)=C(\C#N)c1nc2ccccc2[nH]1
    1	4	-3	-6	-1.0	69	8	-0.4	5
7	CCCNC(=O)/C(=C/c1cn(S(=O)(=O)N(C)C)c2ccccc12)NC(=O)c1ccc(OC)cc1
    15	-1	2	-28	-1.1	103	6	0.1	6
8	CC(=O)N1CCC(=NNc2ccc(S(N)(=O)=O)cc2[N+](=O)[O-])CC1
    13	-5	9	3	-2.1	97	-4	-2.8	1
9	Cc1ccccc1NC(=O)NC1(C(=O)N2CCCC2)CCCCC1
    2	20	-4	1	-2.3	107	-4	-4.6	6
10	CCN(CCNC(=O)C1CC(=O)N(CCc2ccccc2)C1)c1ccccc1 (stereo not given)
    3	18	-3	-19	-1.5	98	-5	-1.9	4
11	CN1CC(=O)N(CC(=O)NCc2ccc(F)cc2)c2ccccc2C1=O
    16	-18	-1	-1	-0.7	110	-12	0.1	-2
12	COc1ccc(Cl)cc1C(=O)Nc1cccnc1
    -7	51	6	-17	0.9	103	-2	-0.3	-8
13	O=C1OCCC1Sc1nnc(-c2cccs2)n1Cc1ccccc1 (stereo not given)
    16	28	1	-7	-2.6	106	11	0.3	-5
14	COc1cccc(NC(=O)c2ccco2)c1
    2	12	1	7	-3.4	1.0*[inhibitor]	-19	-4.2	0
15	CC(=O)c1c(C)[nH]c(C(=O)N(C)C(c2ccccc2)c2ccccc2)c1C
    22	27	4	-21	-3.4	115	0	-3.1	0
16	O=C(COC(=O)c1ccc(Oc2ccccc2)cc1)Nc1nnc(-c2ccccc2)o1
    5	15	4	-11	-1.7	103	3	-5.4	11
17	COc1cccc(C(=O)Nc2ccccc2C(=O)N2CCCC2)c1
    7	11	2	0	-5.5	96	-11	-1.9	0
18	COCCNC(=O)C(OC(=O)c1cccs1)c1ccc(F)cc1 (stereo not given)
    8	48	0	-5	-3.1	106	2	-1.6	4
19	COc1ccc(CCNC(=O)COC(=O)/C=C/c2cccs2)cc1OC
    3	42	7	-23	-1.4	69	-13	2.4	0
20	CCC(C)(C)c1nnc(NC(=O)c2ccc([N+](=O)[O-])cc2)s1
    6	1	3	-1	-4.7	103	1	-4.8	3
21	CN1CCCC(OC(=O)c2cc(Br)ccc2Cl)C1 (stereo not given)
    23	-9	4	1	-1.3	103	0	2.1	-3
22	CC(C)Cc1nnc(NC(=O)CCC(=O)N2CCCCC2)s1
    14	8	2	-36	-2.3	103	14	-5.1	-2
23	CCOC(=O)c1ccc2ncc(C(=O)OCC)c(Nc3ccc(N4CCOCC4)cc3)c2c1
    13	-2	3	-2	-2.2	85	-4	-2.4	-5
24	Nc1c(-c2cccc(Cl)c2)cnn1-c1cccc([N+](=O)[O-])c1
    22	40	4	6	-1.6	104	-8	-9.3	-6
25	CCOC(=O)c1ccc(NC(=O)CCc2nnc3ccc(N4CCN(C)CC4)nn23)cc1
    8	17	6	-7	0.7	97	-3	0.0	4
26	CC(C)(C)NC(=O)COC(=O)c1ccc(F)cc1Cl
    10	48	-1	-5	-2.4	106	-2	-4.0	-2
27	O=C1CC(N2CCC(O)(c3ccc(Br)cc3)CC2)C(=O)N1c1ccc(Cl)cc1 (stereo not given)
    2	-20	-5	-11	-1.7	102	4	-1.9	3
28	CCOC(=O)C1CCN(C(=O)CN2C(=O)CSc3ccc(S(=O)(=O)N4CCOCC4)cc32)CC1
    .	1	1	-32	-3.0	102	-4	-0.7	1
29	CN(CCCC(=O)Nc1ccc(Br)cc1F)S(=O)(=O)c1ccccc1
    -18	.	-4	-22	-1.6	106	-18	-2.6	-4
30	Cc1nn(-c2ccccc2)c(Cl)c1/C=C1/C(=N)N2N=C(C(C)C)SC2=NC1=O
    15	-7	-2	-15	-1.9	106	-18	-0.1	6
31	CCOC(=O)C1CCN(C(=O)CSCc2nc(-c3ccc(OCC)cc3)oc2C)CC1
    5	-7	2	-30	-3.5	100	-4	-4.8	-5
32	CN(C)Cc1c(C(=O)N/N=C/c2cccc3ccccc23)nnn1-c1nonc1N
    19	18	3	-11	-2.8	101	-5	2.1	15
33	Cc1ccc(NC(=O)c2sc(N)nc2-c2ccccc2)cc1C
    8	-7	5	-11	-1.1	95	-2	-1.0	12
34	COc1ccc(C(=O)Nc2ccccc2C(=O)N2CCN(c3ccccc3)CC2)cc1
    15	26	4	-39	0.7	102	-13	-1.3	-4
35	Cc1ccc(Cl)cc1NC(=O)COC(=O)C1CC1
    15	25	-3	-1	-3.4	106	5	-1.4	8
36	COCCNc1oc(Cc2cccc3ccccc23)nc1C#N
    12	14	4	-20	-1.2	102	-9	-0.3	0
37	CC1=CC(C)(C)n2c(O)c(N=NC(N)=S)c3cccc1c32
    4	3	-2	-1	-3.1	146*	-6	1.3	-5
38	CCOC(=O)C1CCN(S(=O)(=O)c2ccc(OCC)cc2)CC1
    11	-22	1	-21	-4.3	99	-14	-1.5	-7
39	CC1=NN(C(N)=S)C(=O)C1N=Nc1cccc(Cl)c1C (stereo not given)
    5	.	2	-12	-5.3	93	-20	-3.6	17
40	C/C(=N/NC(=O)c1ccco1)c1ccc(NC(=O)c2ccc(F)cc2)cc1
    -4	-6	-1	-4	-1.7	99	-18	-1.5	0

Three entries drawn at random from the list so far:
Below each SMILES – UBC9 SUMO inh	PHOSPHO1 block	IDE act	DNA FID counter	IMP-1 inhibitor	MEKK3 PB1 HTS	p-CIP stab down	VIM-2 inh	NS3 helicase inh
31	CCOC(=O)C1CCN(C(=O)CSCc2nc(-c3ccc(OCC)cc3)oc2C)CC1
    5	-7	2	-30	-3.5	100	-4	-4.8	-5
36	COCCNc1oc(Cc2cccc3ccccc23)nc1C#N
    12	14	4	-20	-1.2	102	-9	-0.3	0
33	Cc1ccc(NC(=O)c2sc(N)nc2-c2ccccc2)cc1C
    8	-7	5	-11	-1.1	95	-2	-1.0	12

Remaining list, next part
Below each SMILES – UBC9 SUMO inh	PHOSPHO1 block	IDE act	DNA FID counter	IMP-1 inhibitor	MEKK3 PB1 HTS	p-CIP stab down	VIM-2 inh	NS3 helicase inh
41	CCCCCCc1cc2cc(C(=O)Nc3ccccc3OC)c(=O)oc2cc1O
    11	-12	1	-2	-2.8	95	-12	-1.6	-4
42	COCCNC(=O)C1CC(=O)N(c2ccc(F)c(Cl)c2)C1 (stereo not given)
    .	.	4	-1	-2.6	107	.	1.9	8
43	Cc1c(NS(=O)(=O)c2cc(C(=O)NCCN(C)C)ccc2Cl)c(=O)n(-c2ccccc2)n1C
    11	36	4	3	-1.6	105	-2	-2.6	4
44	COc1ccc(S(=O)(=O)Nc2cccc(NC(C)=O)c2)cc1
    5	2	3	1	-0.7	87	-12	-5.1	-1
45	O=C(NC(Cc1ccccc1)C(=O)O)/C(=C/c1ccc(F)cc1)NC(=O)c1ccccc1 (stereo not given)
    -4	2	4	-22	-3.6	101	-1	0.2	7
46	Cc1ccc(NC(=O)c2cc(N3C(=O)C=CC3=O)ccc2Cl)cc1C
    39	-41	-16	-11	-3.8	97	-9	-3.3	20
47	CS(=O)(=O)N1CCN(c2ccccc2NC(=O)Nc2cccc(Cl)c2)CC1
    5	.	3	-9	0.5	103	4	-0.3	-32
48	Cc1cc(NC(=O)c2ccc(NC(=O)C3CCCO3)cc2)ccc1Br (stereo not given)
    -4	19	0	-16	-0.8	100	-2	0.7	-3
49	CC(C)C(OC(=O)c1cccs1)C(=O)NC1CCCCC1 (stereo not given)
    9	6	4	-12	-3.7	83	2	-2.7	-14
50	CCC12CC3CC(C1)CC(C(=O)Nc1nn[nH]n1)(C3)C2
    -9	16	3	-23	-4.8	88	-4	1.9	-4
51	Clc1ccc2nc(CSc3ncn[nH]3)cn2c1
    4	20	1	-7	-0.8	98	2	-0.3	1
52	CCN(c1ccccc1)S(=O)(=O)c1cc(NC(=O)CSc2n[nH]c(=O)[nH]c2=O)ccc1Cl
    -13	24	-5	-20	-4.0	94	14	-2.6	12
53	O=C(c1cc(-c2ccccc2)nc2ccccc12)N1N=C(C(F)F)CC1(O)C(F)F (stereo not given)
    -7	-16	4	-9	-2.6	94	-5	-3.1	-8
54	Cc1ccc(CN2CCSc3sccc3C2=O)cc1
    9	41	10	-9	-2.1	106	7	-0.2	9
55	CN(C)/C=C1\Oc2ccc3ccccc3c2C1=O
    56	-62	-10	-8	-1.3	101	-7	-0.3	2
56	COc1ccccc1CNC(=O)C(NS(=O)(=O)c1cccc2nsnc12)C(C)C (stereo not given)
    18	33	-6	-8	-2.7	112	0	-3.8	-3
57	Cc1nnc(C)n1N
    -3	41	4	0	-0.6	101	12	-0.7	-13
58	CC1CCCN(CCCOc2ccc(Br)cc2Cl)C1 (stereo not given)
    5	20	5	17	-1.2	105	7	-3.4	-7
59	CCN(c1cccc(C)c1)S(=O)(=O)c1ccc2c(c1)NC(=O)CCS2
    8	29	6	-48	0.6	100	-1	0.2	-12
60	O=C(N1CCCCCC1)n1c(Cc2ccccc2)nc2ccccc21
    15	0	2	-29	-2.4	104	6	0.0	-7
61	Cn1cnnc1SC1c2cccc3cccc(c23)C1NS(=O)(=O)c1ccc(Cl)cc1 (stereo not given)
    9	0	2	-35	-1.3	92	-12	-2.8	-6
62	O=C(NN=C1CCCCCC1)c1ccncc1
    -4	47	5	-8	-0.6	100	-9	-0.4	2
63	O=C(Cn1cc(/C=N/O)c2ccccc21)N1CCOCC1
    10	-13	1	1	-3.6	111	-10	-0.5	-6
64	CCOCCCNc1nc2c([nH]1)c(=O)n(C)c(=O)n2C
    16	-8	4	1	-1.7	103	-13	-0.9	-13
65	CCCC(=O)Nc1cccc(NC(=O)c2ccc3c(c2)OCO3)c1
    5	20	1	-4	-1.9	108	-2	0.2	5
66	Cc1ccc(NC(=O)CSc2nnc(C3CC3)n2CC2CCCO2)c(C)c1 (stereo not given)
    6	39	-2	-17	-0.3	104	-20	-4.4	3
67	O=C(Cn1cc2c(n1)CCCC2)NCc1ccccn1
    10	-14	0	-4	-1.1	99	-7	-1.4	-1
68	CCCN1CCN(C(=O)C2CCCN(c3ncnc4c3nc3n4CCCCC3)C2)CC1 (stereo not given)
    -5	34	7	0	-1.9	98	-4	2.4	32
69	O=C(Cn1nnc(-c2ccc(F)cc2)n1)OCC(=O)c1ccccc1
    10	13	-1	-6	-2.8	105	-6	-2.6	3
